# All columns: NCI-60 one-dose screen, growth in % after 48 h at 10 µM unless noted; 100 = growth as untreated, 0 = no growth, -100 = all killed.
# MDA-MB-231: MDA-MB-231 breast cancer | 81,000 compounds, 5% hits | AID 1794789
# HS 578T: HS 578T breast cancer; 78,000 compounds, 4.1% hits; AID 1794788
# MALME-3M: MALME-3M melanoma; 78,000 compounds, 5.8% hits; AID 1794766
# MDA-MB-468: MDA-MB-468 breast cancer; 78,000 compounds, 8.5% hits; AID 2202374
# MCF7: MCF7 breast cancer. 82,000 compounds, 6.3% hits
# T-47D: T-47D breast cancer | 79,000 compounds, 5% hits | AID 1794792
# LOX IMVI: LOX IMVI melanoma. AID 1794757. 79,000 compounds, 7.4% hits
# BT-549: BT-549 breast cancer | 78,000 compounds, 4.4% hits | AID 1794793
# Numbers without * were called inactive; . = no result given; & = joins results of further samples; [ ] = dose if it differs, or a comment. Rule for the calls: active = growth percent below 10; inactive = the rest.
mol,MDA-MB-231,HS 578T,MALME-3M,MDA-MB-468,MCF7,T-47D,LOX IMVI,BT-549
O=C1CSc2cc(Cl)ccc2N1,95,.,103,112,99,99,90,96
O=C(Nc1ccc(N=Cc2ccccn2)cc1)NC1C=c2ccccc2=CC1 (stereo unspecified),98,101,117,108,99,97,101,98
Cc1cccc(/C=C/c2nn3c(-c4ccco4)nnc3s2)c1,98,106,97,94,78,89,98,91
CC(=O)Nc1ccc2c(c1)C(OC(C)=O)c1ccccc1-2 (stereo unspecified),107,100,115,90,79,92,100,.
COc1cc(/C=N/NC(=O)CSc2nc3ccccc3c(=O)n2CCc2ccc(S(N)(=O)=O)cc2)ccc1O,99,85,91,88,75,77,88,89
CC(C(=O)c1ccccc1)C(O)c1ccccn1 (stereo unspecified),125,.,103,111,95,101,97,.
CCOc1ccc(/C=N/N=C(N)N)cc1OCC,108,.,113,98,82,88,101,.
COc1ccccc1-c1cc(=O)c2c(OC)c(C=O)c(O)cc2o1,92,112,117,107,87,102,86,95
Cc1ccc(-c2nc3cc4nc5ccccc5[nH]c4cc3n2)cc1,109,104,111,106,79,70,97,91
N#Cc1c(-c2ccc(F)cc2)nc(SCc2ccc(F)cc2)nc1N1CCOCC1,50,26,59,62,64,73,76,64
CC1=C(C(N)=O)S(=O)(=O)c2ccccc21,116,115,108,101,103,104,90,125
COc1ccc(/C=C2\Oc3cc(OCCCN4CCCCC4)ccc3C2=O)cc1OC,79,92,104,76,86,98,82,84

# The results go on.
mol,MDA-MB-231,HS 578T,MALME-3M,MDA-MB-468,MCF7,T-47D,LOX IMVI,BT-549
Cc1ccc(Cc2cnc(NC(=O)/C(C#N)=C/c3ccc(-c4ccc(Cl)cc4)o3)s2)cc1,97,102,99,83,82,65,81,97
COc1ccccc1C(=O)O,101,115,112,116,103,98,105,123
C=C(C)[C@@H]1CC[C@]2(C)[C@H](CCC34OC(=O)[C@@]5(CCC(C)(C)C[C@@H]35)CC[C@]42C)[C@@]1(C)CCC#N,91,97,.,91,88,89,87,109
O=C(CCCCCCN1CC(=O)N2[C@@H](c3ccccc3Cl)c3[nH]c4ccccc4c3C[C@H]2C1=O)NO,63,59,22,.,44,28,15,77
CC[n+]1c(/C=C/c2ccc(N3CCCC3)cc2)cccc1/C=C/c1ccc(N2CCCC2)cc1,-81*,-70*,-82*,-86*,-86*,-61*,-76*,-90*
C/C(=C(/C)C1CC1CCN(C(=O)c1ccc([N+](=O)[O-])cc1)S(=O)(=O)c1ccc(C)cc1)c1ccc(-c2ccccc2)cc1 (stereo unspecified),91,113,100,82,84,87,101,104
CS(=O)CC(=N\O)/C(CS(C)=O)=N\O (stereo unspecified),101,106,98,104,91,108,.,106
CCCCCCCCCCCCCCCCCCOc1ccc(CC(=O)OCC[N+]2(C)CCCC2)cc1,111,95,117,.,91,96,42,123
COc1ccc(CN2CCOC2=O)cc1OC,112,125,106,97,98,105,93,107
CN1C(=O)C(C2=NN(C=O)C(c3ccc(F)cc3)C2)C(=O)N(C)C1=O (stereo unspecified),106,.,96,89,93,93,90,102
O=C(NNC(=O)c1ccc(OCc2nc3ccc(Cl)cc3[nH]2)cc1)Nc1ccc(Cl)c(C(F)(F)F)c1,17,57,46,22,50,16,48,65
O=C(O)c1cn(C2CC2)c2cc(N3CCN(C(=O)Nc4nc(-c5ccccc5)cs4)CC3)c(F)cc2c1=O,.,41,24,27,7.8*,23,-82*,10

# Next part.
mol,MDA-MB-231,HS 578T,MALME-3M,MDA-MB-468,MCF7,T-47D,LOX IMVI,BT-549
CNCCCCc1ccc([N+](=O)[O-])cc1,98,104,102,102,90,93,89,101
CC(C)S(=O)(=O)c1ccccc1NC(=O)c1cc(-c2ccc(F)cc2F)ccc1O,98,106,85,98,97,103,95,108
CC12CC3OC3CC1CCC1C2CCC2(C)C1CCC21OCCO1 (stereo unspecified),102,87,109,99,105,96,94,.
CCC(=O)NCCc1ccccc1,103,99,107,87,102,106,99,105
COc1ccc2oc3c4[nH]c5ccccc5c4c4c(c3c2c1)C(=O)N(C(=O)OC(C)(C)C)C4=O,8.5*,-1.9*,-25*,-23*,-26*,-7.2*,.,-44*
CN(CC(O)CN(C)C1CCCCC1)C1CCCCC1,109,92,128,91,91,82,96,77
COc1ccc(-c2cc(-c3ccc(OC)c(OC)c3)nc(SCCCC(=O)O)n2)cc1,94,90,110,122,90,67,90,.
O=c1ccc2nc(-c3ccccn3)nn(-c3ccccc3)c-2c1,68,94,-21*,-32*,-56*,-28*,12,87
Cc1c(C(=O)/C=C/c2cc3ccccc3n3nnnc23)nnn1-c1ccc(Cl)cc1,87,100,101,101,89,83,94,82
O=C1C=CN2C(=O)CCC=C[C@H]2[C@H]1O,118,101,125,115,107,101,107,115
Cc1ccc(S(=O)(=O)NCCNc2nccc(-c3c(-c4ccc(F)cc4)nc4sccn34)n2)cc1,79,91,57,63,24,41,49,70
N#C/C(=C\c1ccco1)C(=O)Nc1ncc(Cc2ccc(Cl)cc2)s1,92,100,94,91,78,91,86,99

# Carrying on.
mol,MDA-MB-231,HS 578T,MALME-3M,MDA-MB-468,MCF7,T-47D,LOX IMVI,BT-549
CCOC(=O)c1c(C)oc(C)c(C(=O)OCC)c1=O,108&109,109,100&133,103,97&98,88&99,97&103,100&79
Cc1ccc(C(=O)c2oc3ccc4c(C)cc(=O)oc4c3c2C)cc1,47,87,.,16,10.0*,15,33,41
Clc1ccc2[nH]cc(-c3nc(-c4c[nH]c5ncccc45)cs3)c2c1,38,76,.,45,35,48,.,59
CCOC(=O)C1=C(N)Oc2c(sc3c(CC)cccc23)C1c1ccc(Cl)cc1 (stereo unspecified),91,94,97,101,71,78,96,111
O=Cc1cncc(-c2ccc3ncnc(N4CCc5cc(F)c(Cl)cc54)c3c2)c1,28,-18*,24,-52*,1.8*,24,21,-7.4*
O=C(Nc1ccc(N=C=S)cc1)OCc1ccccc1,86,82,67,58,60,48,78,74
CC1=CC(C)(C)OC(=O)C1,108,104,112,104,96,102,100,109
O=c1[nH]c(=S)c2ncn(-c3ccccc3)c2[nH]1,105,110,115,.,94,98,98,78
Cc1nn(-c2ccc(Cl)cc2)c(=O)n1CCn1nnc2ccccc21,.,98,.,108,93,90,98,106
COc1ccc(-c2cncn2-c2ccc(-c3nc4ccc(F)cc4s3)cc2)cc1OC,61,77,108,39,58,30,65,87
CN1CCc2nc3sc(C(=O)Nc4cccc5ccccc45)c(N)c3cc2C1,87,76,92,89,75,98,86,85
C[N+](C)=c1ccc2nc3c(cc(NCCCNc4cc5oc6cc(=[N+](C)C)ccc-6nc5c5ccccc45)c4ccccc43)oc-2c1,-36*,87,36,.,-52*,46,-45*,62

# Rewritten with values under each structure: part of the list above.
# Values run as follows: MDA-MB-231, HS 578T, MALME-3M, MDA-MB-468, MCF7, T-47D, LOX IMVI, BT-549
- CCOC(=O)C1=C(N)Oc2c(sc3c(CC)cccc23)C1c1ccc(Cl)cc1 (stereo unspecified)
→ 91, 94, 97, 101, 71, 78, 96, 111
- COc1ccc(-c2cncn2-c2ccc(-c3nc4ccc(F)cc4s3)cc2)cc1OC
→ 61, 77, 108, 39, 58, 30, 65, 87
- Clc1ccc2[nH]cc(-c3nc(-c4c[nH]c5ncccc45)cs3)c2c1
→ 38, 76, ., 45, 35, 48, ., 59

# Next section
mol,MDA-MB-231,HS 578T,MALME-3M,MDA-MB-468,MCF7,T-47D,LOX IMVI,BT-549
CCOC(=O)C1=C(O)CSC1=Nc1ccc(N=C2SCC(O)=C2C(=O)OCC)cc1,95,90,98,95,101,72,90,98
CC1(C)c2[nH]c3ccccc3c2C[C@]2(C)[C@H]3CC=C4[C@@H]5C[C@@](C)(C(N)=O)CC[C@]5(C)CC[C@@]4(C)[C@]3(C)CC[C@@H]12,66,92,68,22,29,9.1*,57,59
COc1ccccc1/C=C\C(=O)c1ccccc1,85,86,79,83,5.2*,82,29,83
O=C(Nc1ccc(OCC(=O)c2ccc(Cl)cc2)cc1)Nc1ccc(Cl)c(C(F)(F)F)c1,48,18,27,26,51,6.1*,-38*,76
Cc1ccc(/C=C/c2c(C(=O)/C=C/c3ccc(Cl)cc3)c(C)nc3ccccc23)cc1,-24*,-5.3*,-31*,-23*,13,1.9*,-91*,-10*
O/N=C\c1cc(-c2ccc(I)cc2)on1,101,102,103,101,96,.,101,94
CCc1ccc(N2CCC(=S)NC2=S)cc1,103,101,92,115,94,94,95,113
NC(=O)[C@H]1O[C@@H](n2cnc3c(=O)[nH]c(N)nc32)[C@H](O)[C@@H]1O,109,106,106,109,98,100,100,101
CCCCCCCCCCCCCCCCCC[S+](C)CC (stereo unspecified),-2.4*,36,.,-43*,36,17,-52*,45
COc1cc(/C=C/C(=O)c2cc(-c3ccc(C(F)(F)F)cc3)ccc2O)cc(OC)c1OC,61,59,.,58,44,36,19,73
NS(=O)(=O)c1ccc(-n2nc(CCCNC(=O)Nc3ccc(C(F)(F)F)cc3)cc2-c2ccccc2)cc1,69,89,77,94,77,85,80,90
Clc1ccc(-c2cnc3sc(NCc4ccccc4)nn23)cc1,59,73,103,70,70,44,53,72

# Following part:
mol,MDA-MB-231,HS 578T,MALME-3M,MDA-MB-468,MCF7,T-47D,LOX IMVI,BT-549
Cc1ccc(S(=O)(=O)Nc2cc(Sc3ccccc3)c(O)c3ccccc23)cc1,-1.6*,99,78,-54*,64,-1.2*,2.7*,97
CCOC(=O)C[C@@H]1C(=O)N2CC[C@@]3(C(=O)Nc4ccc(Br)cc43)[C@@H]2C[C@H]1C(=O)OCC,99,97,100,90,93,104,.,97
CCCCC(O)Cn1ncc(C(=O)N/N=C\c2ccc(OC)c(OC3CCCC3)c2)c1N (stereo unspecified),104,90,129,75,78,72,76,100
c1cc(OCCN2CCCCCC2)ccc1CNc1ccc2nc(CCC3CCCCC3)[nH]c2c1,26,65,-73*,58,5.7*,32,-67*,77
O=C(CSc1nnc2n1N=C(c1ccc(Br)cc1)CS2)c1ccc(Br)cc1,93,.,101,81,67,75,90,97
CCCC(=O)O[C@]1(C(=O)CO)CCC2[C@@H]3CCC4=CC(=O)CC[C@]4(C)C3[C@@H](O)C[C@@]21C (stereo partly specified),87,130,92,114,.,111,101,81
C/C(=N/O)c1ccc(NC(=O)CSc2nnc(-c3cc(-c4ccc(C)cc4)nc4ccccc34)o2)cc1,82,92,99,109,77,84,94,82
CCOC(=O)c1c(Nc2ccc(S(=O)(=O)Nc3nccs3)cc2)nnc(-c2ccccc2)c1-c1ccccc1,115,118,.,110,95,104,.,99
CC1=C(CCN2CCN(c3ccccc3)CC2)C(=O)N2N=C(c3ccc(Cl)cc3)SC2N1 (stereo unspecified),104,100,96,90,87,116,87,109
O=C(c1ccc(O)cc1)[C@@H]1CN[C@@]2(C(=O)Nc3ccccc32)[C@H]1c1ccc(F)cc1,94,110,99,98,99,99,110,80
Cc1ccc(-c2c3c(C)nn(-c4ccccc4)c3nc3nc(Cc4ccccc4)[nH]c(=O)c23)cc1,114,114,97,96,97,104,100,105
O=C(NCc1cn(Cc2cccc(Oc3ccccc3)c2)nn1)c1cccnc1Nc1ccccc1,64,55,.,18,18,72,45,82

# (cont.)
mol,MDA-MB-231,HS 578T,MALME-3M,MDA-MB-468,MCF7,T-47D,LOX IMVI,BT-549
Cc1ccccc1OC1=C(C#N)C(=N)N2C(=NN1)Sc1c(C)ccc(C)c12,97,129,114,116,95,93,95,110
O=C(Nc1ccccc1S)c1ccccc1,102,103,116,115,91,105,85,100
CC(C)C(=O)Nc1cccc(C(=O)NC(=S)Nc2ccc(S(N)(=O)=O)cc2)c1,111[100 µM],105[100 µM],89[100 µM],96[100 µM],101[100 µM],94[100 µM],.,102[100 µM]
CC(C)(C)C(Br)C(=O)Nc1ccccc1 (stereo unspecified),.,97,105,97,95,.,97,103
C[N+](C)(C)CC(=O)N/N=C\c1cccc2ccccc12,100,.,103,106,87,114,93,108
C1CCC2(CC1)NCCO2,109,108,107,107,95,101,93,93
C=CCCCCCCCCCOC(=O)c1nn(C(C)=O)c2cc3c(cc12)OCO3,100,100,102,101,87,96,95,104
CC(=O)NC1CCC(=O)C=C1c1ccccc1 (stereo unspecified),114,108,127,112,98,96,100,108
NS(=O)(=O)c1ccc(Nc2nc3n[nH]c(Nc4cccc(Cl)c4)c3c(=O)[nH]2)cc1,86,93,98,99,87,74,86,95
O=C(c1ccc2ccccc2c1)c1nn(-c2ccccc2)c2nc3nc(-c4cc5ccccc5o4)cc(-c4c[nH]c5ccccc45)c3c(=O)n12,76,93,.,87,57,59,86,83
COC(=O)C1CC(OC(=O)CCl)Cc2cc(Cl)ccc2N1 (stereo unspecified),102,101,85,94,87,85,93,93
COc1cc(-c2cc(-c3cccc(OCC(=O)O)c3)[nH]c(=O)c2C#N)cc(OC)c1OC,.,.,96,97,97,103,.,100

# Profiles, quoted from the list.
# CC(C)C(=O)Nc1cccc(C(=O)NC(=S)Nc2ccc(S(N)(=O)=O)cc2)c1 reads MDA-MB-231 = 111[100 µM]; HS 578T = 105[100 µM]; MALME-3M = 89[100 µM]; MDA-MB-468 = 96[100 µM]; MCF7 = 101[100 µM]; T-47D = 94[100 µM]; LOX IMVI = .; BT-549 = 102[100 µM]
# C[N+](C)(C)CC(=O)N/N=C\c1cccc2ccccc12 reads MDA-MB-231 = 100; HS 578T = .; MALME-3M = 103; MDA-MB-468 = 106; MCF7 = 87; T-47D = 114; LOX IMVI = 93; BT-549 = 108

# (cont.)
mol,MDA-MB-231,HS 578T,MALME-3M,MDA-MB-468,MCF7,T-47D,LOX IMVI,BT-549
NC(=O)c1ccccc1Oc1ccc2nnc(-c3ccncc3)n2n1,92,103,96,106,89,103,95,106
Clc1ccc(-c2nc3ccccc3[nH]2)c(Cl)c1,91,92,117,66,59,84,92,.
Cc1nc(Cl)c2c(n1)N(C)c1ccccc1C(C)C2 (stereo unspecified),88,79,101,76,89,76,95,.
Cc1cncc(O)c1,104,100,102,109,99,91,97,110
Cc1ccc(C(=O)NNC(=O)N2c3ccccc3C=Cc3ccccc32)cc1,100,105,102,101,94,105,113,.
Cc1ccc(C)c2c1SC1=NNC(N3CCNCC3)=C(C#N)C(=N)N12,91,99,118,110,90,85,92,100

# From PubChem BioAssay
